Source: PubChem
USP2a inh = inhibitors of human ubiquitin-specific protease USP2a; Potency, µM (top dose mostly 38.3 µM), without a hit: at the highest dose activity change, negative = inhibition, hits mostly inhibitors; 330,000 tested, 0.01% active; USP2 core, Ub-CHOP2 coupled fluorogenic reporter, 485/531;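 further: potency means the concentration at half of the fitted maximal effect; plate controls were DMSO wells for no effect and full inhibition by NEM control for full effect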
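USP2 core (10nM final) preincubated 30min RT with compound in 20mM Tris-HCl pH 8.0, 2mM CaCl2, 2mM beta-mercaptoethanol, 0.05% CHAPS; 25nM Ub-CHOP2 plus 25nM reporter substrate added, fluorescence (Ex485/Em531) read after 60min.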
Eya2 phos inh = blocks the phosphatase activity of human Eya2; recombinant Eya2, OMFP fluorescence dephosphorylation (OMFP is methylfluorescein phosphate); Potency, µM (highest dose often 76.9 µM), without a hit: top-dose activity, negative = inhibition, usual class: inhibitors; 330,000 tested, 0.006% active; O00167; further: potency means the concentration at half of the fitted maximal effect; on the % scale 0 is the no-effect control and ±100 the full control effect
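Eya2 (0.2 uM) preincubated 10 min at ambient with compound, then OMFP substrate added at 50 uM; 10 min reaction in 50 mM HEPES pH 7.5, 50 mM NaCl, 5 uM MgCl2, 0.05% BSA, 1 mM DTT. Fluorescence read at Ex 485/Em 525 nm.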
Menin-MLL TR inh = displaces Texas Red mutant MLL peptide from human menin. Menin + Texas Red MLL mutant peptide, fluorescence polarization. Potency, µM (top dose mostly 61.6 µM), inactives show top-dose FP activity change, negative = inhibition, actives largely listed as inhibitors. O00255. 270,000 tested, 0.23% active; active means well fitted inhibition curve with a large enough effect in the polarisation, with a control signal flat, not every such curve was filed as active; inconclusive means small, poorly fitted or top-dose-only effect, or effect the other way, or a change in a side signal; inactive means no such curve, though single readings can be large or run the other way; the % refers to the polarisation; further: potency means the concentration at half of the fitted maximal effect; % of control where 0% means no effect; many of its hits are not listed in these tables
KCNH2 WT inh = blocks the wildtype human KCNH2 potassium channel; Q12809; U2OS, BacMam KCNH2, thallium flux FluxOr; hits give low values; activity change, % at 1.84 µM; 340,000 tested, 0.37% active; AID 720551;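 active means maximum activity change below -70%; inconclusive means maximum activity change between -70% and -50%; inactive means maximum activity change above -50%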; further: on the % scale 0 is the no-effect control and ±100 the full control effect
Target sequence (Q12809 whole entry, looked up): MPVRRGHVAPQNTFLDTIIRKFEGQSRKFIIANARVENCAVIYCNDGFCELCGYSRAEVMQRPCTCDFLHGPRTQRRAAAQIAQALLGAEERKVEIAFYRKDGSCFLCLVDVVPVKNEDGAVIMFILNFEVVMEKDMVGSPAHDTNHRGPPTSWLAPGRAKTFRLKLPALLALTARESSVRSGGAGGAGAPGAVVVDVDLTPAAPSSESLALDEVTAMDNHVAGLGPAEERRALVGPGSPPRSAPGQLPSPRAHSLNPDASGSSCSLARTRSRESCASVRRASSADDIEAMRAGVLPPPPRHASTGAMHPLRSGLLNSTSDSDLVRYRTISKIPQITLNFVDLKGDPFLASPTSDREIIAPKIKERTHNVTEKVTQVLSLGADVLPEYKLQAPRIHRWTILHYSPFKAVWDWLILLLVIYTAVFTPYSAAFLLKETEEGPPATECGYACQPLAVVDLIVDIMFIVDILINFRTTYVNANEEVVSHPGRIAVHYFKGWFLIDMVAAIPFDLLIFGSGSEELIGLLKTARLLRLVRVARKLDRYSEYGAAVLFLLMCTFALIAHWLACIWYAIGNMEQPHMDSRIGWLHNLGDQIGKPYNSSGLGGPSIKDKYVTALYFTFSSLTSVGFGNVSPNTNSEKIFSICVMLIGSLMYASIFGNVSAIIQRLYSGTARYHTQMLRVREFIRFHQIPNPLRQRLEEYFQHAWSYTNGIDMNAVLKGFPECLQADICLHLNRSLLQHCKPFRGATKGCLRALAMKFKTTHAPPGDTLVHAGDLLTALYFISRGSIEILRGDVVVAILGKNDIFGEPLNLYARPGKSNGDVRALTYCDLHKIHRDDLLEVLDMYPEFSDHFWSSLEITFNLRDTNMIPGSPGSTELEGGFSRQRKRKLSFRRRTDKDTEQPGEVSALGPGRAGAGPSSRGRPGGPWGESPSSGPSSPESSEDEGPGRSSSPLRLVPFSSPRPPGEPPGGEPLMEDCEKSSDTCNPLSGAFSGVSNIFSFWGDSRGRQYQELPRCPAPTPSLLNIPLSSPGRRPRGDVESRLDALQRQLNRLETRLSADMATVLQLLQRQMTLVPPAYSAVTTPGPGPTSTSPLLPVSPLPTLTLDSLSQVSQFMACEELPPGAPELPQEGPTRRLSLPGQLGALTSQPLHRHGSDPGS
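U2OS cells transduced with wild-type KCNH2 virus are loaded with FluxOr dye for 45 min, and thallium flux is measured in kinetic reads before and after stimulation buffer. Rate constants are normalized to DMSO controls.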
Mito fusion act = inhibitors of mitochondrial division or activators of mitochondrial fusion; S. cerevisiae fusion-defective mutant growth rescue, CellTiterGlo 48 h; Potency, µM (titrated, usually from 46.1 µM), without a hit: at the top dose growth rescue (activation), actives largely listed as activators; 320,000 tested, 0.23% active; AID 485298;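 further: potency means the concentration at half of the fitted maximal effect; % of control where 0% means no effect; nearly all actives have a fitted effect of over 45% in size; temperature-sensitive fusion mutants such as fzo1-1 at 37 °C on non-fermentable ethanol glycerol medium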
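Compounds are tested for their ability to restore growth of mitochondrial fusion-defective yeast strains at non-permissive 37C in YPEG medium over 48 hours. Viability is quantified by luciferase luminescence.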
TSHR antag = antagonists of human thyroid stimulating hormone receptor. P16473. activity change, negative = inhibition, % at 11.5 µM. TSHR-expressing cells, TSH-stimulated cAMP HTRF, 2 h; hits give low values. 330,000 tested, 0.2% active;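 active means activity change below a set negative limit, meaning inhibition stronger than a set level, cut at about -70% in these data; inconclusive means activity change between two set negative limits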; further: on the % scale 0 is the no-effect control and ±100 the full control effect
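Inhibition of cAMP made by TSHR-expressing cells under TSH stimulation (4nM final, EC80; 2 h, 37 deg C) is quantified with a one-step lysis HTRF kit, anti-cAMP cryptate versus cAMP-d2.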
S-ASM inh = inhibitors of human secretory acid sphingomyelinase; Potency, µM (doses to about 57.5 µM), for the others: top-dose activity change, negative = inhibition, usual class: inhibitors; 340,000 tested, 0.006% active; placental ASM, HMU-PC fluorogenic substrate, 60 min; P17405; further: potency means the concentration at half of the fitted maximal effect
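Steps: dispense placental human ASM, pin compound, wait 10 min at room temperature, add HMU-PC0 substrate at 9 uM final, incubate 60 min at 37 °C, add stop solution raising pH to 10, read fluorescence.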
PKM2 act = activators of human pyruvate kinase M2; P14618; purified PKM2, Kinase-Glo ATP luminescence, activation; response scale: 0% is enzyme alone, no compound; Potency, µM (titrated, usually from 57.5 µM), without a hit: top-dose activation, most hits filed as activators; 260,000 tested, 0.34% active; AID 1631; further: potency means the concentration at half of the fitted maximal effect; on the % scale 0 is the no-effect control and ±100 the full control effect; nearly all actives have a fitted effect of over 55% in size
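Purified hPK-M2 (>95%) run at intermediate activity with 0.1 mM ADP and 0.5 mM PEP in 50 mM imidazole pH 7.2, KCl, MgCl2; 1 h room temperature. ATP formed read by Kinase-Glo luminescence; normalized to uninhibited and no-enzyme controls.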
Chronic BCR inh = chronic active BCR signaling inhibition; ABC-DLBCL IkBa-CBG/CBR reporter, luminescence ratio, 4 h; Potency, µM (titrated, usually from 46.1 µM), for the others: at the top dose ratio change, negative = lower green/red ratio, usual class: inhibitors; 340,000 tested, 0.05% active; AID 493014; active means well fitted inhibition curve with a large enough effect in the signal ratio, with a control signal flat, not every such curve was filed as active; inconclusive means small, poorly fitted or top-dose-only effect, or effect the other way, or a change in a side signal; the % refers to the signal ratio;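 further: potency means the concentration at half of the fitted maximal effect; plate controls were basal doxycycline-induced cells for no effect and cells given 10 µM MG132 for full effect; MG132 reads +100%, hits lower the ratio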
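Concentration-response series (up to 46 uM) were applied to TMD8 dual-reporter cells for 4 h at 37C with doxycycline. Green/red ratio, after filter-overlap correction, defined %Activity; red signal alone was normalised to basal cells and zero luminescence.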
MBNL1-CUG inh = blocks human MBNL1 binding to CUG repeat RNA; 280,000 tested, 0.036% active; Q9NR56; TR-FRET MBNL1-His/biotin-(CUG)12 binding, 665/545 ratio; AID 2675; Potency, µM (top dose mostly 57.5 µM), for the others: at the highest dose activity change, negative = inhibition, hits mostly inhibitors; active means well fitted inhibition curve with a large enough effect in the signal ratio, with a control signal flat, not every such curve was filed as active; inconclusive means small, poorly fitted or top-dose-only effect, or effect the other way, or a change in a side signal; inactive means no such curve, though single readings can be large or run the other way; the % refers to the signal ratio; further: potency means the concentration at half of the fitted maximal effect; on the % scale 0 is the no-effect control and ±100 the full control effect
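Compound titration spanned 92 nM–58 uM against the MBNL1-His/biotin-(CUG)12 complex. After 60 min at room temperature with 5 nM streptavidin-XL665 and 0.055 ng/ul terbium anti-His, ratiometric 665/545 nm emission (Ex 340 nm) normalized to controls.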
GALK inhibitor = inhibitors of human galactokinase | Purified GALK, Kinase-Glo residual ATP luminescence | Potency, µM (top dose mostly 57.5 µM), for inactives: at the top dose activity change, negative = inhibition, most hits filed as inhibitors | 270,000 tested, 0.007% active; further: potency means the concentration at half of the fitted maximal effect; on the % scale 0 is the no-effect control and ±100 the full control effect
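Compounds were pin-transferred into ATP buffer (35 uM final), then GALK plus galactose (5 nM, 100 uM final) was added. After 1 h at room temperature, Kinase-Glo Plus was added and luminescence read after 10 min.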
* marks the source's active call; other numbers are inactive results; i = inactive; ? = inconclusive; . = not tested or not shown; [ ] = remark or other dose. Unless noted, the call rests on the fitted dose curve; in most records, active means well fitted curve in the direction sought with a large enough effect; inconclusive means small, poorly fitted or top-dose-only effect, or another doubt; inactive means no such curve, though single readings can be large; an effect the other way counts as inactive or inconclusive. This is a subset; the hit share may differ from the screen's.

Order of results – USP2a inh | Eya2 phos inh | Menin-MLL TR inh | KCNH2 WT inh | Mito fusion act | TSHR antag | S-ASM inh | PKM2 act | Chronic BCR inh | MBNL1-CUG inh | GALK inhibitor
Cc1cccc(NC(=O)CN2CCC(NC(=O)C3CCCCC3)CC2)c1C
 : 0% | -10% | 2% | 8 | -21% | 6 | -4% | 2% | ? | ? | 0%
OCCC1CN(Cc2cnc(-c3ccccc3)s2)CCN1CCc1ccccc1 (stereo unspecified)
 : 0% | 8% | -20% | 63 | -3% | 24 | 3% | -2% | -12% | -5% | 0%
O=C(Nc1cccnc1)C1CCCN(c2ncnc3c2nc2n3CCCCC2)C1 (stereo unspecified)
 : 4% | -3% | 4% | -1 | 2% | 1 | -6% | . | 4% | -6% | -1%
COc1cc(C(=O)Nc2ccc(O)cc2)ccc1OC(C)=O
 : 2% | -29% | -1% | 13 | 2% | -10 | 0% | -18% | ? | -5% | -3%
O=C(CN1C(=O)NC2(CCc3ccccc32)C1=O)Nc1ccccc1OC(F)F (stereo unspecified)
 : 1% | -16% | . | 1 | 1% | -2 | -4% | . | -14% | . | .
Cc1ccc(C)c(CSc2nnc(-c3cccs3)n2Cc2ccco2)c1
 : 1% | -24% | ? | -5 | 3% | -3 | -4% | -6% | 9% | 2% | -6%
CN1C(=O)c2ccccc2Sc2ccc(NC(=O)N3CCCC3)cc21
 : 1% | -4% | 12% | -3 | 4% | -6 | 3% | -1% | 1% | -10% | -5%
COc1cc([N+](=O)[O-])ccc1NC(=O)C[n+]1cccc(C)c1
 : -1% | -11% | 2% | 1 | 0% | 4 | 0% | -20% | 0% | ? | -2%
C[C@H](CO)N1C[C@H](C)[C@@H](CN(C)S(=O)(=O)c2ccccc2)Oc2ccc(NS(=O)(=O)c3cccs3)cc2C1=O
 : 0% | -2% | . | -4 | . | 1 | 0% | . | -1% | . | .
O=C(Nc1ccccc1Cl)c1ccc(-c2ccccn2)s1
 : 0% | 4% | . | -4 | 3% | -9 | -4% | -14% | ? | . | 6%
Cc1cc(=O)oc2ccc(OCC(=O)N(Cc3ccc(F)cc3)Cc3ccco3)cc12
 : 1% | -27% | -2% | -4 | 8% | -12 | 0% | 21% | ? | 10% | -3%
CCOC(=O)C1C2C=CC3(CN(c4cccc(Cl)c4)C(=O)C13)O2 (stereo unspecified)
 : -2% | -7% | -11%[11.7 µM] | 3 | 2% | 11 | 11% | 8% | 5% | 0% | 2%
CCN(CC)C(=O)[C@H]1CC(CC(=O)NC/C=C(\C)CCC=C(C)C)C(=O)N2CCc3c([nH]c4ccc(OC)cc34)[C@]12C (stereo partly specified)
 : -15% | -20% | . | -1 | . | -3 | -17% | . | ? | . | .
CCOc1ncnc2c1[nH]c1ccccc12
 : -1% | 4% | -12% | 4 | 1% | 6 | 2% | -7% | -1% | -5% | -2%
CN=C1SC(CC(=O)Nc2ccc(C(=O)O)cc2)C(=O)N1C (stereo unspecified)
 : 0% | 3% | -12% | -5 | -1% | -3 | -2% | -3% | -3% | -2% | -1%
COc1cc(/C=N/NC(=O)COc2ccccc2[N+](=O)[O-])ccc1OC(=O)c1ccco1
 : 2% | -12% | 20% | 11 | -7% | -5 | ? | 1% | -18% | . | 0%
O=C(CSc1nc(Nc2ccccc2)nc(N2CCOCC2)n1)Nc1ccccc1Cl
 : 0% | 2% | 5% | -10 | -4% | 0 | ? | -5% | -6% | -7% | 0%
O=C(CCSCCC(=O)NCC1CCCO1)NCC1CCCO1 (stereo unspecified)
 : 3% | -23% | -9% | 8 | 3% | 0 | 10% | 1% | 2% | -5% | -1%
COc1ccc(/C(N)=N/OC(=O)Cc2ccc(C)cc2)cc1
 : 2% | 0% | 12% | 2 | 5% | -9 | -3% | 0% | ? | . | 0%
Cc1cc(C)nc(SCC(=O)Nc2ccc(S(=O)(=O)Nc3ncccn3)cc2)n1
 : -1% | -4% | 7% | 15 | 14% | 58 | 0% | -19% | ? | ? | 1%
O=C(NCc1ccc(-c2csnn2)cc1)c1cccs1
 : 2% | 13% | . | -6 | -2% | 1 | 2% | 3% | 1% | 1% | -2%
COc1ccc(N2CCN(C3CCCN(Cc4ccccc4OCCO)C3)CC2)cc1 (stereo unspecified)
 : 0% | 7% | -10% | 21 | -1% | 2 | 10% | 7% | -1% | 1% | 4%
COc1nc2ccccc2nc1N1CCN(c2ccc(F)cc2)CC1
 : 0% | 5% | 27% | -1 | -1% | -6 | -1% | . | 1% | -5% | .
COc1ccc(N(C(=O)c2ccco2)C(C(=O)NC2CCCC2)c2cccs2)cc1OC (stereo unspecified)
 : 0% | 2% | -20% | -8 | 1% | -5 | 1% | -21% | -2% | ? | 1%
COc1cccc(Oc2ccc(C(F)(F)F)cc2NC(=O)CCc2nc3ccccc3c(=O)[nH]2)c1
 : 3% | -5% | . | -3 | 4% | 1 | -19% | 0% | 4% | -5% | -8%
O=S(=O)(c1ccc(-c2nnco2)cc1)N1CCCCC1
 : 5% | 20% | 2% | -1 | 0% | 2 | 0% | . | -5% | -2% | -2%
Cc1ccc(NC(=O)c2ccc(S(=O)(=O)C(F)F)cc2)c(C)c1
 : 1% | -2% | -1% | 4 | 0% | 27 | 9% | -16% | -6% | -30% | 0%
COc1ccc(C=O)cc1OS(=O)(=O)c1ccccc1[N+](=O)[O-]
 : 3% | -5% | 10% | i | -2% | 7 | 2% | 10% | ? | 16% | 1%
CC(/C=N/NC(=O)c1cccnc1)=C\c1ccccc1
 : -1% | 2% | 0% | -1 | ? | 22 | 0% | -12% | ? | ? | -1%
Cc1cccc(NC(=O)c2ccccc2NC(=O)C2CCCCC2)c1C
 : 14% | 17% | 32%[activator] | -1 | 0% | 2 | -2% | 28µM* | ? | 3% | 0%
CCCCc1c(C)c(C#N)c2nc3ccccc3n2c1Cl
 : 4% | -12% | -1% | . | -1% | 8 | . | 5% | ? | -6% | -6%
COc1cc(C(=O)N/C(=C\c2cn(C)c3ccccc23)C(=O)N2CCN(C)CC2)cc(OC)c1OC
 : 1% | -19% | -8% | -1 | 2% | -1 | 1% | 12% | 29% | 9% | .
COc1cc2cc(C#N)c(SCC(=O)Nc3cc(C)on3)nc2cc1OC
 : -1% | -1% | 24% | -4 | 0% | -14 | 12% | 0.22µM* | -1% | 23% | -5%
COCCNC(=O)C(c1ccc(C)cc1)N(Cc1cccs1)C(=O)CCC(=O)Nc1ccccn1 (stereo unspecified)
 : -1% | -6% | -17% | 2 | 0% | -1 | 0% | -2% | -2% | -7% | 5%
CCn1c(Cc2ccc(OC)cc2)nnc1SCC(=O)Nc1cccc(C(=O)OC)c1
 : 0% | -6% | -16% | -4 | 11% | 31 | -2% | -16% | ? | ? | 0%
Cc1ccc(-c2csc(N3CCN(CCCn4c(C(F)(F)F)nc5ccccc54)CC3)n2)cc1
 : 2% | -9% | -11% | 16 | 2% | -14 | -3% | ? | 3% | -4% | .
O=C(COc1ncnc2c(Cl)cc(Cl)cc12)N1CCN(S(=O)(=O)c2ccccc2)CC1
 : 0% | 12% | 1% | -1 | 4% | 23 | -2% | 0% | -15% | -2% | -1%
O=[N+]([O-])c1ccc(COc2ccc(CNc3ccccc3)cc2)cc1
 : 3% | -3% | -1% | 0 | 2% | -4 | -2% | -2% | 0% | 15% | .
O=C1CC(c2cccnc2)c2cc3c(cc2N1)OCCO3 (stereo unspecified)
 : 1% | 0% | -5% | -16 | -4% | 10 | -1% | -5% | 12% | -22% | 1%
COc1ccccc1NC(=O)CCSc1nnc(-c2ccncc2)o1
 : 0% | -1% | -7% | -5 | -1% | 3 | -3% | -4% | -7% | 4% | -3%
